# RBBP9 inh: human RBBP9 inhibitors, primary screen, biochemical, fluorescence polarization, FP-Rh probe, HTS. Serine hydrolase RBBP9 (Homo sapiens), O75884. recombinant RBBP9. inhibition, % at 7.94 µM. 220,000 tested, 0.2% active. AID 1515, 2009;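 active = inhibition above the campaign mean of all tested compounds plus 3 SD, cut at about 14% in these data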;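 note: plate controls were DMSO wells with RBBP9 for no effect and wells lacking RBBP9 protein for full effect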
# Target sequence (O75884 whole entry, looked up): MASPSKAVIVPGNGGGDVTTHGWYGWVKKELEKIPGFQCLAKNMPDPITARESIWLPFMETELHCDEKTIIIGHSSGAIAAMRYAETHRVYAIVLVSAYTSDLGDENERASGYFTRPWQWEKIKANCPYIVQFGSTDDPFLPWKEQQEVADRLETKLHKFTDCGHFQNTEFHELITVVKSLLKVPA
#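 System: RBBP9 protein | Quantity: 2.5 µM RBBP9 dispensing solution, before mixing | Reagent: FP-Rh probe, 375 nM dispensing solution | Timing: Enzyme-compound preincubation 30 min, then probe labeling 45 min, 25 °C | Measured by: Fluorescence polarization | Read-out: % inhibition | Replication: One well per compound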
# Ba/F3 V617F tox: reduced viability of JAK2V617F-dependent Ba/F3 cells, primary screen, JAK2V617F inhibitor project, cell-based, Ba/F3 EpoR-JAK2V617F, luminescence; ATP luminescence; 220,000 tested, 1.1% active; inhibition, % at 5.6 µM; AID 1446, 2008;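 active = inhibition above the campaign mean plus 3 SD over all tested compounds, cut at about 24% in these data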;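 note: cytokine-independent growth of Ba/F3 cells driven by EpoR plus mutant JAK2; 0% = DMSO-treated cells and 100% = JAK inhibitor I control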
# NPY Y1 blocker: NPY-Y1 receptor antagonists, primary screen, cell-based; HEK293-CNG Y1 cells, membrane potential fluorescence; NPY at EC95, then isoproterenol; AID 1040, 2008; Neuropeptide Y receptor type 1 (Homo sapiens), P25929; 200,000 tested, 1% active; inhibition, % at 3.6 µM;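 active = inhibition above the campaign mean inhibition of all tested compounds plus 3 SD, cut at about 20% in these data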;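 note: 0% = DMSO wells given NPY plus isoproterenol and 100% = isoproterenol alone without NPY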
# Target sequence (P25929 whole entry, looked up): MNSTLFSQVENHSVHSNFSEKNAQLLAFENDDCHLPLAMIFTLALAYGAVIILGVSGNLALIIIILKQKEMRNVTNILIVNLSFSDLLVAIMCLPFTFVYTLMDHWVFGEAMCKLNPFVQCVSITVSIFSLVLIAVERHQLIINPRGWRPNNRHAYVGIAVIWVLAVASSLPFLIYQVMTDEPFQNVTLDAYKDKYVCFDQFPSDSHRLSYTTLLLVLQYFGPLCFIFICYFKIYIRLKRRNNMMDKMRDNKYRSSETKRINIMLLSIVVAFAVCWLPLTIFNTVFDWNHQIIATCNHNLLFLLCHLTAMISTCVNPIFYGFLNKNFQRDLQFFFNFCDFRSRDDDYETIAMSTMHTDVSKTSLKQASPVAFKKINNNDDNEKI
#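 material = HEK293 cells with Y1 receptor plus CNG channel | also added = NPY 25 nM then isoproterenol 1 µM plus Ro 20-1724 25 µM | schedule = dye 3 h, compound 60 min room temperature, stimulation 45 min | measured by = membrane potential fluorescence | benchmarks = high control isoproterenol alone, low control NPY with isoproterenol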
# BaF3 parental: parental Ba/F3 cell viability inhibition, counter-screen for JAK2V617F inhibitor project, murine pro-B, CellTiter-Glo luminescence. 220,000 tested, 1.1% active. inhibition, % at 5.6 µM. CellTiter-Glo ATP luminescence;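 active = inhibition above a per-campaign cutoff, the mean inhibition of all tested compounds plus 3 SD, cut at about 27% in these data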;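 note: 0% = DMSO wells and 100% = JAK Inhibitor I control wells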
# S1P4 ag: S1P4 receptor agonists, primary screen, cell-based. Sphingosine 1-phosphate receptor 4 (Homo sapiens), O95977. 220,000 tested, 0.35% active. activation, % at 4.98 µM. AID 1509, 2009. S1P4-expressing cell line, agonist reporter assay; in the data active = activation above about 11%;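 note: 0% = DMSO vehicle and 100% = reference agonist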
# Target sequence (O95977 whole entry, looked up): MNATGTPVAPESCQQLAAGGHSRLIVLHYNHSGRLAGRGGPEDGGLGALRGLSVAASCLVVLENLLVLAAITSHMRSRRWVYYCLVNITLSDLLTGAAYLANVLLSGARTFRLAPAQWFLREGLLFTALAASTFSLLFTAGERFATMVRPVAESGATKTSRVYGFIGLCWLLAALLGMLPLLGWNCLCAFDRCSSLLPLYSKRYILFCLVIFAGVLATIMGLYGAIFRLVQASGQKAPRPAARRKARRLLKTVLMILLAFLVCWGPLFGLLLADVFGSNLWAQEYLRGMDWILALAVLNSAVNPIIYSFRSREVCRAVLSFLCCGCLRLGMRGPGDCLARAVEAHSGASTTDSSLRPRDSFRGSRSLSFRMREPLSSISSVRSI
# NPY1 pot ag: NPY-Y1 receptor potentiators or agonists, primary screen, cell-based; NPY-Y1 expressing cells, potentiator/agonist activation; activation, % at 3.6 µM; 220,000 tested, 0.37% active; AID 1304, 2008; in the data active = activation above about 33%, passing the limit was not always enough;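 note: cells stimulated with NPY at EC10 then isoproterenol at EC100; 0% = low agonist plus stimulus and 100% = saturating agonist plus stimulus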
# NPY2 pot ag: NPY-Y2 potentiators or agonists, primary screen, cell-based; cells expressing NPY-Y2, potentiator/agonist read-out; activation, % at 3.6 µM; AID 1359, 2008; Neuropeptide Y receptor type 2 (Homo sapiens), P49146; 220,000 tested, 0.45% active; in the data active = activation above about 27%;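 note: cells stimulated with NPY near EC25 plus isoproterenol at EC100; 0% = vehicle plus submaximal agonist and 100% = vehicle plus saturating agonist; some results beyond the cut were filed as inactive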
# Runt-CBFb FRET: inhibitors of RUNX1 Runt–CBFb binding, primary screen, biochemical, FRET, Cerulean-Runt, Venus-CBFb, uHTS | inhibition, % at 20 µM | 220,000 tested, 0.46% active | AID 1496, 2009 | Cerulean-Runt/Venus-CBFb FRET ratio 530/480, 1 h;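 active = inhibition over about 50% at 20 µM in the single-dose screen, limit read from the data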;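 note: 0% = DMSO wells and 100% = excess unlabeled CBFb competitor control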
#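 Reagent – Venus-CBFb binding partner, 100 nM · Assay system – Cerulean-tagged RUNX1 Runt domain (FRET donor) fusion protein · Input – 100 nM per protein · Incubation – two 1 h room-temperature incubations shielded from light · Measured by – FRET fluorescence · Medium – Tris buffer pH 7.5 with salts and BSA · Benchmarks – unlabeled CBFb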
# S1P4 antagonist: S1P4 receptor antagonists, primary screen, cell-based | Sphingosine 1-phosphate receptor 4 (Homo sapiens), O95977 | S1P4-expressing cells, antagonist mode, reporter read-out | inhibition, % at 4.98 µM | 220,000 tested, 0.26% active; in the data active = inhibition above about 29%;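 note: 0% = wells stimulated with agonist and 100% = vehicle wells without agonist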
# * marks the source's active call; other numbers are inactive results; · = no result given. This is a random part of the collection. Share with any hit: about 3.6%.
1	Cc1ccccc1NC(=O)c1c(C)nc(SCC(=O)OCc2ccccc2)c(C#N)c1-c1ccc(F)cc1
2	O=C(NCCOc1ccccc1)c1ccccc1NC(=O)C1CCCO1 (configuration not stated)
3	CSc1ccccc1NC(=O)CN(C)CC(=O)Nc1cccc(Br)c1
4	Cc1onc(-c2ccccc2)c1C(=O)NCC1CCCO1 (configuration not stated)
5	Cc1ccccc1NC(=O)CC(O)(C(F)(F)F)C(F)(F)F
6	Cc1ccc(S(=O)(=O)Nc2nc(-c3ccc(F)cc3)cs2)cc1
7	Cc1ccc(NC(=O)Nc2cccc([N+](=O)[O-])c2)nc1
8	Cc1ccc(Oc2c(F)c(F)nc(N3CCCC3)c2F)cc1

entry no.,1,2,3,4,5,6,7,8
RBBP9 inh,-3,-4,-3,-3,-5,-2,-2,-7
Ba/F3 V617F tox,-3,7,0,0,-3,0,2,0
NPY Y1 blocker,2,6,2,1,4,·,1,0
BaF3 parental,-2,11,3,1,4,-5,3,2
S1P4 ag,2.0,-0.3,-0.8,0.2,-0.3,0.8,-0.5,-2.1
NPY1 pot ag,16,-1,-16,-6,-1,0,-8,-6
NPY2 pot ag,4,-23,-8,-7,-8,-11,1,3
Runt-CBFb FRET,4,2,-3,-1,0,2,-2,0
S1P4 antagonist,-20,-3,7,-1,-8,-4,-9,-6

9	CCOC(=O)c1c(C)[nH]c(C)c1C(=O)COc1ccc(NC(=O)c2ccco2)cc1
10	COc1cccc(OCc2cc(C3Nc4ccccc4C(=O)N3Cc3ccco3)ccc2OC)c1 (configuration not stated)
11	Cc1nc(NC(=O)c2ccco2)sc1C(=O)Nc1ccc(Br)cc1
12	C=CCc1cccc(/C=N/NC(=O)CCC(=O)Nc2ccc(C)cc2)c1O
13	O=C(NCC1CCCO1)c1ccccn1 (configuration not stated)
14	O=C(Nc1cc(N2CCCCC2)ncn1)c1ccccc1
15	COc1ccc(NC(=O)Cc2coc3cc(C)c(C(C)C)cc23)cc1S(=O)(=O)N1CCOCC1
16	CCOC(=O)c1ccc(NS(=O)(=O)c2ccc(Cl)nc2)cc1

entry no.,9,10,11,12,13,14,15,16
RBBP9 inh,5,-1,-7,-8,6,4,-3,-1
Ba/F3 V617F tox,-2,0,1,0,-1,-1,-4,-2
NPY Y1 blocker,1,8,1,-4,-8,0,-4,17
BaF3 parental,0,1,5,4,3,6,8,2
S1P4 ag,-1.3,2.5,1.1,-0.9,-2.3,-0.3,2.1,2.3
NPY1 pot ag,0,1,8,-9,-3,6,4,-30
NPY2 pot ag,-6,-5,5,-3,11,-8,10,-19
Runt-CBFb FRET,2,-1,-3,3,-2,0,-5,1
S1P4 antagonist,-19,13,-18,-1,-16,6,2,-26

17	COc1ccc(-c2nn3c(-c4ccccc4)nnc3s2)cc1
18	COc1ccccc1CNC(=O)c1cn(C)c2ccc(S(=O)(=O)N3CCCCC3)cc2c1=O
19	Cc1cc(C)c2c(c1)c(C)cc1nnc(SCC(=O)NCc3ccco3)n12
20	COc1cc(-c2nc3cnccn3c2Nc2ccc(C)cc2)ccc1O
21	COc1ccc(NC(=O)Nc2ccccc2OC)cc1
22	O=C(NC1CCCC1)C1CCCN(S(=O)(=O)c2ccc(-n3cnnn3)cc2)C1 (configuration not stated)
23	O=C(c1ccc([N+](=O)[O-])cc1)N1CCc2ccccc2C1
24	COc1ccc(/C(O)=C2\C(=O)C(=O)N(Cc3ccco3)C2c2ccc(OC)cc2OC)cc1 (configuration not stated)

entry no.,17,18,19,20,21,22,23,24
RBBP9 inh,-4,-9,-3,0,-1,3,-14,0
Ba/F3 V617F tox,-4,-1,-2,-3,3,2,0,-1
NPY Y1 blocker,8,1,-3,-2,7,3,0,6
BaF3 parental,6,1,6,4,5,6,3,2
S1P4 ag,0.2,2.2,1.1,0.0,1.1,0.3,1.7,0.1
NPY1 pot ag,-5,3,0,-6,-24,3,16,-8
NPY2 pot ag,9,-1,2,7,9,-1,-12,2
Runt-CBFb FRET,-1,1,4,3,0,0,1,2
S1P4 antagonist,-7,-6,-15,10,-15,-10,-14,2

25	Cc1ccc(-c2nc(SCC(=O)NCCN3C(=O)CSC3=O)[nH]c2-c2ccc(C)cc2)cc1
26	O=C(O)/C=C\C(=O)NCc1cccnc1
27	Cc1ccc(-c2cc[n+](Cc3ccccc3)cc2)cc1
28	N/C(CCS(=O)(=O)c1ccc(Cl)cc1)=N\OC(=O)c1ccccc1Cl
29	O=C(c1ccc(-c2ccccc2)cc1)c1ccc([N+](=O)[O-])cc1
30	COc1cc(S(=O)(=O)Nc2ccccn2)ccc1F
31	O=C(c1ccc(Cl)cc1)N1CCN(c2cccc3[nH]ccc23)CC1
32	O=C(c1ccccc1)N1CN2CN(C(=O)c3ccccc3)CC([N+](=O)[O-])(C2)C1

entry no.,25,26,27,28,29,30,31,32
RBBP9 inh,6,-5,-8,-2,-8,0,-7,0
Ba/F3 V617F tox,0,1,85*,0,7,0,-2,-3
NPY Y1 blocker,-6,3,6,·,·,1,·,-4
BaF3 parental,5,5,73*,-2,-1,6,-1,3
S1P4 ag,-1.9,0.7,0.4,-1.4,-1.8,-1.2,0.1,1.5
NPY1 pot ag,18,-5,-11,-13,-20,16,3,-12
NPY2 pot ag,5,-3,-1,6,-15,13,-5,-9
Runt-CBFb FRET,-3,2,1,-3,0,-4,-1,2
S1P4 antagonist,2,-6,-3,10,-10,-13,4,-1

33	CN1C(=O)C(=O)N(CC(=O)N2CCc3ccccc32)C1=O
34	O=C(O)/C(=C\c1cccs1)Sc1nnc(-c2ccc(F)cc2)o1
35	CCc1ccccc1OCc1nnc(N)s1
36	Cn1c(=O)c2c(ncn2CC(=O)N2CCN(C(=O)c3ccco3)CC2)n(C)c1=O
37	C=CCNC(=O)CSc1nc2sc(C)c(C)c2c(=O)[nH]1
38	COc1ccc(C2C(C(=O)c3ccc(C)o3)=C(O)C(=O)N2c2cc(C)on2)cc1OC (configuration not stated)
39	Cc1cccc(OCCOCCN2CCOCC2)c1C
40	CCc1c(C)c(C#N)c2nc3ccccc3n2c1Cl

entry no.,33,34,35,36,37,38,39,40
RBBP9 inh,0,-2,-10,-9,-7,0,-5,-1
Ba/F3 V617F tox,-4,-2,5,0,-3,-2,4,-6
NPY Y1 blocker,1,5,1,-2,-3,-3,2,5
BaF3 parental,-1,8,4,5,0,-2,6,-3
S1P4 ag,-3.1,2.4,2.1,0.5,1.1,0.1,0.3,-1.0
NPY1 pot ag,6,-17,0,0,-6,8,8,-1
NPY2 pot ag,-7,-6,5,13,17,6,8,11
Runt-CBFb FRET,1,0,-2,2,0,-1,1,-10
S1P4 antagonist,2,-22,-4,-5,4,-10,11,-12

41	On1nnc2ccccc21
42	CCOC(=O)c1cc(-c2ccc(OC)cc2OC)nn1-c1ccc(C(=O)O)cc1
43	COc1ccc(S(=O)(=O)Nc2ccccc2)cc1OC
44	Cn1nccc1NC(=O)Nc1ccc(OC(F)(F)F)cc1
45	CCOc1ccc(-n2c(=O)c3c4c(sc3n(CC(=O)NCCCOC)c2=O)CCCCC4)cc1
46	Cn1c(=O)c2c(ncn2CC(=O)N/N=C/C=C\c2ccccc2[N+](=O)[O-])n(C)c1=O
47	CCOCCCNC(=O)C1CCN(S(=O)(=O)N(CC(C)C)CC(C)C)CC1
48	Cn1ncc([N+](=O)[O-])c1C(=O)Nc1ccc2c(c1)OCCO2

entry no.,41,42,43,44,45,46,47,48
RBBP9 inh,3,-7,3,-4,-2,2,-9,1
Ba/F3 V617F tox,3,1,-2,-3,-4,-1,4,-2
NPY Y1 blocker,·,5,0,·,0,·,-7,6
BaF3 parental,2,4,2,2,-2,3,4,0
S1P4 ag,-3.0,2.1,-2.0,-0.3,-1.2,-0.4,-1.6,1.2
NPY1 pot ag,14,15,-12,12,0,11,5,-12
NPY2 pot ag,-2,1,7,-17,7,-3,-4,-3
Runt-CBFb FRET,4,-2,·,2,-1,0,-3,-1
S1P4 antagonist,9,25,-2,-6,2,-6,-6,-15

# Some of the entries so far, with bars between the fields.
no. | SMILES | RBBP9 inh | Ba/F3 V617F tox | NPY Y1 blocker | BaF3 parental | S1P4 ag | NPY1 pot ag | NPY2 pot ag | Runt-CBFb FRET | S1P4 antagonist
43 | COc1ccc(S(=O)(=O)Nc2ccccc2)cc1OC | 3 | -2 | 0 | 2 | -2.0 | -12 | 7 | · | -2
44 | Cn1nccc1NC(=O)Nc1ccc(OC(F)(F)F)cc1 | -4 | -3 | · | 2 | -0.3 | 12 | -17 | 2 | -6
45 | CCOc1ccc(-n2c(=O)c3c4c(sc3n(CC(=O)NCCCOC)c2=O)CCCCC4)cc1 | -2 | -4 | 0 | -2 | -1.2 | 0 | 7 | -1 | 2
46 | Cn1c(=O)c2c(ncn2CC(=O)N/N=C/C=C\c2ccccc2[N+](=O)[O-])n(C)c1=O | 2 | -1 | · | 3 | -0.4 | 11 | -3 | 0 | -6

# Further results.
49	COc1ccc(S(=O)(=O)Nc2cccc(NC(C)=O)c2)cc1
50	CC(=O)Nc1ccc(-c2ccc(NC(C)=O)c(O)c2)cc1O
51	O=C(NCCO)c1scc2c1OCCO2
52	O=C(C1=C[C@@H](C2CC2)C[C@@H](OCCCCO)O1)N1CCN(Cc2ccccc2)CC1
53	CC1CCCC(C)N1C(=S)NCc1ccco1 (configuration not stated)
54	CCOC(=O)c1c(C)[nH]c(C)c1C(=O)COC(=O)c1ccc(OC)cc1
55	C/C(=N\NC(=O)c1cc(C2CC2)nc2ccccc12)c1ccc(C)s1
56	COc1cc(/C=N/NC(=O)c2nc(-c3ccccc3)n(-c3ccccc3)n2)ccc1O
57	COc1ccccc1OCCC(=O)OCC(=O)Nc1ccc(Br)cc1
58	Nc1nncn1C(=O)c1cccs1

entry no.,49,50,51,52,53,54,55,56,57,58
RBBP9 inh,-7,-9,-7,-1,0,0,1,2,-7,-1
Ba/F3 V617F tox,1,-4,-2,0,-3,1,-4,-1,-3,1
NPY Y1 blocker,0,·,2,3,·,0,7,5,-1,1
BaF3 parental,4,-1,7,0,2,6,3,3,4,-1
S1P4 ag,1.6,-0.4,1.4,0.8,-0.3,-1.2,1.8,2.0,0.0,-0.3
NPY1 pot ag,3,23,9,-7,3,2,-6,-7,-15,-5
NPY2 pot ag,-3,-3,6,-22,5,-8,-6,-3,2,5
Runt-CBFb FRET,3,1,0,-2,13,1,1,-3,1,-1
S1P4 antagonist,-17,2,12,3,0,-8,6,5,-13,-4

# Bioassay records from PubChem.
